E-selectin induc = E-selectin induction on HUVECs; AID 686992; activation, % at 7.58 µM; HUVEC E-selectin immunofluorescence imaging; normalized: neutral wells 0, TNF-alpha wells 100; 0.37% of 260,000 active;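 active = mean E-selectin-positive cell signal at least 10% of the positive control, reached in at least 60% of replicates, without over 20% cell loss; inconclusive = no rule given, readout overlaps actives, possibly toxicity-flagged; inactive = the rest, including those meeting only one limit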;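 also: in these data hits start at about 27%; measured in HUVEC primary endothelial cells; signal is the percent of cells scored E-selectin positive by PE staining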
Target sequence (P16581 whole entry, looked up): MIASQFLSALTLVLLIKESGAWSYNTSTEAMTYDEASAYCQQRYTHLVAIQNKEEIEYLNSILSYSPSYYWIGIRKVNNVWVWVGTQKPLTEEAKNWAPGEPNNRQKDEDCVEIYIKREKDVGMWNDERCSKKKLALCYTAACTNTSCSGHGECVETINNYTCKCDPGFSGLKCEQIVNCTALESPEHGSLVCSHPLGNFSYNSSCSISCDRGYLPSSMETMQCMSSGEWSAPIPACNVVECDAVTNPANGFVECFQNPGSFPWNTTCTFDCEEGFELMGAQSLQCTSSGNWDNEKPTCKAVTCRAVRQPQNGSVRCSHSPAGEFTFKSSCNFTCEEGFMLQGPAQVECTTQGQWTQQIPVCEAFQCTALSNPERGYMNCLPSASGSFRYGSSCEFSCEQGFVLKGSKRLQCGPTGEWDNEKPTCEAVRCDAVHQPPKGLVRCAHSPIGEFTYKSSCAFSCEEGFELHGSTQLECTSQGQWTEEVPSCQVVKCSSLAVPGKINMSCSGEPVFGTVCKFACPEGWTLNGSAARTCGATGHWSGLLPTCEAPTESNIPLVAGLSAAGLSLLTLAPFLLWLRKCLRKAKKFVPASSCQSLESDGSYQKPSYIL
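assay system = HUVEC, human umbilical vein endothelial cells | input = 3,000 HUVEC seeded per well | medium = EGM-2 growth medium on 0.1% gelatin-coated wells | dosing = one compound dose added by pin transfer | signal = immunofluorescence imaging | read-out basis = % PE-positive cells | control set = TNF-alpha, DMSO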
PglD DTNB = inhibitors of Campylobacter jejuni PglD acetyltransferase; purified PglD enzyme, DTNB colorimetric CoA detection; inhibition, % at 12.5 µM; 0.098% of 360,000 active; AID 602405; in the data active = inhibition above about 16%, passing the limit was not always enough; inconclusive = no clear call, values can overlap the other calls; also: strong numbers were not always called active
miR122 inh = miR-122 inhibition in Huh7 cells; Huh7 miR-122 Renilla luciferase sensor, 48 h; neutral wells = 0, positive control = 100; activation (reporter increase), % at 12.5 µM; AID 602342; 0.3% of 340,000 active;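 active = mean replicate activation score at least 90 and every replicate individually at or above 90; inconclusive = only one of the two criteria met; inactive = neither criterion met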;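 also: higher luciferase means less miR-122 activity so hits act as miR-122 inhibitors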
RAD54 branch = blocks human RAD54 Holliday junction branch migration; Q92698; FAM/BHQ fluorescence; inhibition, % at 10.4 µM; 0.14% of 360,000 active;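 active = mean normalized replicate activity at least 40 and at least half of replicates scoring 40 or more; inconclusive = only one of the two criteria met; inactive = mean below 40 and under half of replicates reaching 40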;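 also: 0% = median of neutral control wells and 100% = median of positive control wells; inhibitors cause a drop in the FAM fluorescence signal; in these data hits start at about 50%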
ERAP1 inh = blocks human ERAP1 aminopeptidase activity. inhibition, % at 10.7 µM. recombinant ERAP1, Leu-AMC fluorescence, 60 min. Q9NZ08. AID 652197. 0.15% of 340,000 active;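 active = mean replicate inhibition of at least 30%, or all replicates individually reaching that 30% level; inactive = mean below 30% and not every replicate reaching it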;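 also: 0% = neutral control wells and 100% = L-leucinethiol positive control wells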
RAD52 inh = blocks human RAD52 DNA annealing. recombinant RAD52 DNA annealing, FRET fluorescence. inhibition, % at 18.7 µM. 0.46% of 360,000 active. AID 651710;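 active = every replicate showing at least 50% inhibition; inconclusive = mean inhibition at least 50% but not in every replicate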
Target sequence (P43351 whole entry, looked up): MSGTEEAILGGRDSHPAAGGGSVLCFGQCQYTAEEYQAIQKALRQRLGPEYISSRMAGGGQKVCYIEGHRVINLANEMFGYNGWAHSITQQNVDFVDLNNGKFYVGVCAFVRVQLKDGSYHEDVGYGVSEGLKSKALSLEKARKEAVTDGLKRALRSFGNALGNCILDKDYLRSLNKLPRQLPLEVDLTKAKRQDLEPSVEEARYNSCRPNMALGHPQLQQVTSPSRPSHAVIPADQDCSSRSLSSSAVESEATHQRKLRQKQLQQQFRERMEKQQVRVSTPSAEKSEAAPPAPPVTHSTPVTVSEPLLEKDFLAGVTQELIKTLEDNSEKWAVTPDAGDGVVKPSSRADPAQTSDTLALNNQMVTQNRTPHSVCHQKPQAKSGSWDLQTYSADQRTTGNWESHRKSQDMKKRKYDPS
Cneo AK release = causes C. neoformans cell lysis; 0.2% of 360,000 active; lysis activity, % at 15 µM; adenylate kinase release luminescence, 4 h; normalised: neutral wells 0, clomiphene wells 100;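 active = mean lysis activity across replicates of at least 80%, whatever share of replicates individually reach that level; inactive = mean lysis activity below 80%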
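Material: C. neoformans cells | Amount: Yeast cell density of 5 × 10^6 cells/mL | Medium: Fresh YPD growth medium | Dosing: Single dose | Times: Static 4 h at 37 °C with compound, 1 h detection | Detection: AK luminescence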
PGC1a acetyl inh = modulators of PGC1a acetylation. U2OS PGC1a acetylation, AlphaScreen anti-acetyl-lysine; with virally co-expressed GCN5 acetyltransferase. inhibition, % at 15.6 µM. 0.17% of 350,000 active;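 active = every replicate shows inhibition of at least 40%; inconclusive = mean inhibition at least 40% but some replicate below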;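 also: 0% = neutral control wells and 100% = positive control wells; some results beyond the cut were filed as inactive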
* = called active by the depositor; ? = inconclusive; nt = no result given; [ ] = another dose, or the depositor's remark.

SMILES | E-selectin induc | PglD DTNB | miR122 inh | RAD54 branch | ERAP1 inh | RAD52 inh | Cneo AK release | PGC1a acetyl inh
Cc1noc(C)c1NC(=O)N(C)C[C@@H]1OCCCC[C@@H](C)Oc2ccc(NS(=O)(=O)c3ccc(Cl)cc3)cc2C(=O)N([C@H](C)CO)C[C@H]1C | nt | -4 | -1[16.7 µM] | -6 | -4 | 19 | -3 | -9
Clc1cccc(-c2nc(NCc3cccnc3)c3ccccc3n2)c1 | nt | -2 | 0 | 1 | nt | nt | -2 | -2
O=C(c1ccccn1)N1CC(=O)N2[C@H](CO)[C@H](c3ccc(C#CC4CCCC4)cc3)[C@H]2C1 | -0.4 | nt | nt | nt | 0 | 6 | nt | -18
CSc1cccc(NC(=O)CN(C)S(=O)(=O)c2ccc(F)cc2)c1 | nt | -2 | 29 | 2 | nt | nt | 2 | -24
CC1C/C(=C/c2ccncc2)C(=O)/C(=C/c2ccncc2)C1 (stereo not drawn) | 0.0 | 2 | -3 | -2 | 3 | -12 | 1 | 35
CN1C(=O)c2cc(NC(=O)c3cccc(Cl)c3)ccc2OC[C@@H]2O[C@@H](CC(=O)NC3CCCCC3)CC[C@H]21 | -0.1 | -2 | -12[16.7 µM] | -11 | nt | nt | 1 | -5
CCSc1nnc(NC(=O)NC(C)(C(F)(F)F)C(F)(F)F)s1 | nt | 2 | 5 | -15 | nt | nt | 1 | nt
COc1ccc(NC(=O)N(C)C[C@@H]2Oc3ccc(NC(=O)NC4CCCCC4)cc3C(=O)N([C@@H](C)CO)C[C@@H]2C)cc1 | -0.3 | -7 | -3[16.7 µM] | 0 | 1 | 1 | -4 | 4
C[C@H](CO)N1C[C@H](C)[C@@H](CN(C)C(=O)NC2CCCCC2)Oc2ccc(NC(=O)C3CCCCC3)cc2CC1=O | -5.4 | 0 | -3[16.7 µM] | -4 | 1 | 14 | 0 | -3
Cc1ccccc1[C@@H](NC(=O)OC(C)(C)C)C(=O)OC(C)(C)C | -0.4 | -4 | 5 | 2 | nt | -2 | -1 | -5
Cc1ccnc(SCCn2c(N3CCC(C)CC3)nc3c2c(=O)[nH]c(=O)n3C)n1 | nt | -7 | nt | -1 | -1 | -4 | 4 | nt
CNC(=S)Nc1cc(S(=O)(=O)Nc2cc(Cl)ccc2Cl)ccc1N1CCCC1 | 0.5 | -2 | 20 | 3 | -2 | -26 | 0 | 8
CCCN1C[C@@H](C)[C@@H](OC)CN(C)C(=O)c2cc(NC(=O)Nc3c(C)noc3C)ccc2OC[C@@H]1C | 0.1 | 0 | nt | -4 | -2 | 8 | -10 | -6
CCCNC(=O)N1CCC2(CC1)CN(S(C)(=O)=O)[C@H](CO)c1c2c2ccc(OC)cc2n1C | -0.1 | nt | nt | nt | -1 | 10 | nt | 9
CCOC(=O)COc1nc2ccc(Br)cc2c(-c2ccccc2)c1C(C)=O | 0.0 | 1 | -1 | -10 | 1 | 4 | 2 | 0
O=C(CCN1C(=O)C2CC=CCC2C1=O)NC1CCCCC1 (stereo not drawn) | 0.3 | -2 | -9 | -4 | 5 | -1 | 0 | nt
COc1ccc(CN2CCN(C(=O)c3cccs3)CC2)cc1Br | nt | 1 | -3 | -6 | nt | nt | -2 | 4
O=S(=O)(Cc1ccccc1)NCC[C@H]1CC[C@@H](NS(=O)(=O)c2ccc(F)cc2)[C@@H](CO)O1 | -0.1 | 2 | nt | 1 | 0 | -8 | 1 | 2
CCOc1ccc(CCNC(=O)C2(c3ccccc3)CC2)cc1OCC | -0.1 | 1 | 7 | -8 | -5 | -1 | -2 | -9
CC(CN1CCCC(C(N)=O)C1)c1ccccc1 (stereo not drawn) | nt | 1 | -5 | -5 | nt | nt | -6 | -3
COc1ccc(CCNC(=O)CN(C)S(=O)(=O)c2ccc3nc(C)sc3c2)cc1OC | 0.6 | 0 | -7 | 2 | -3 | -15 | -3 | -6
O=C(O)c1cccc(CSc2nnc(Cc3ccccc3)o2)c1 | nt | 4 | -6 | -2 | nt | nt | 1 | nt
O=C(NCC[C@H]1CC[C@@H](NS(=O)(=O)c2ccccc2)[C@H](CO)O1)c1ccc2c(c1)OCO2 | 0.6 | 0 | nt | 2 | 0 | -12 | -5 | 4
COc1ccc(CCNC(=O)CCC(=O)N2CC(C)Oc3ccc(Cl)cc32)cc1OC (stereo not drawn) | nt | -1 | 1 | -7 | -2 | -11 | -1 | -4
O=C(N[C@H]1CC[C@H](CCNS(=O)(=O)c2cccc(Cl)c2)O[C@@H]1CO)c1ccccc1 | -1.8 | -4 | nt | -2 | 2 | -9 | 0 | 1
COc1cc(S(=O)(=O)NCc2ccncc2)ccc1Br | -0.8 | -1 | 61 | 1 | 0 | -7 | 1 | 9
c1ccc(/N=C2\N=C(Nc3ccccn3)c3ccccc32)nc1 | 0.0 | -4 | 3 | -15 | nt | -2 | 0 | -10
COc1ccc(NC(=O)c2cn(-c3ccccc3)nc2-c2cc3ccccc3o2)cc1 | nt | -8 | -5 | 2 | nt | nt | -3 | 16
COc1ccccc1OCCNC(=O)C1CC(=O)N(Cc2ccccc2)C1 (stereo not drawn) | 0.4 | -5 | 0 | 3 | -1 | 2 | -1 | 6
C[C@@H]1CN([C@H](C)CO)C(=O)c2cccc(NC(=O)NC3CCCCC3)c2O[C@@H]1CN(C)S(=O)(=O)c1cccs1 | 0.0 | 3 | -19[16.7 µM] | 3 | 0 | -5 | 56 | -1
CCCCNc1c(-c2ccc(OC)c(Sc3ccc(OC)cc3)c2)nc2ccccn12 | nt | 3 | 11 | -1 | -2 | 30 | 0 | -11
CCCn1ncc(CN2CCN(Cc3ccc(C)o3)C(CCO)C2)c1C (stereo not drawn) | nt | -4 | nt | -2 | 1 | -16 | 0 | 0
COc1ccc(NC(=O)Nc2ccc3c(c2)C(=O)N([C@H](C)CO)C[C@H](C)[C@@H](CN(C)S(=O)(=O)c2ccc(Cl)cc2)O3)cc1 | 0.0 | 2 | -2[16.7 µM] | 3 | 28 | -11 | -4 | ?
COc1cccc(S(=O)(=O)N[C@@H]2CC[C@@H](CC(=O)NCc3ccccc3)O[C@@H]2CO)c1 | -0.4 | 2 | nt | -3 | 0 | -1 | 0 | 4
COc1ccc(S(=O)(=O)N(C)C[C@H]2Oc3ccc(NS(=O)(=O)c4ccc(F)cc4)cc3CC(=O)N([C@@H](C)CO)C[C@H]2C)cc1 | -0.3 | nt | 0[16.7 µM] | nt | 6 | 5 | nt | -6
C[C@@H]1CCCCO[C@@H](CN(C)S(=O)(=O)c2cn(C)cn2)[C@H](C)CN([C@@H](C)CO)C(=O)c2cc(NS(=O)(=O)c3ccc(Cl)cc3)ccc2O1 | nt | -3 | 5[16.7 µM] | 6 | -3 | -12 | 2 | -27

By substructure: the compounds so far containing a thiophene ring, fused or not.
SMILES | E-selectin induc | PglD DTNB | miR122 inh | RAD54 branch | ERAP1 inh | RAD52 inh | Cneo AK release | PGC1a acetyl inh
COc1ccc(CN2CCN(C(=O)c3cccs3)CC2)cc1Br | nt | 1 | -3 | -6 | nt | nt | -2 | 4
C[C@@H]1CN([C@H](C)CO)C(=O)c2cccc(NC(=O)NC3CCCCC3)c2O[C@@H]1CN(C)S(=O)(=O)c1cccs1 | 0.0 | 3 | -19[16.7 µM] | 3 | 0 | -5 | 56 | -1

(listing goes on)
SMILES | E-selectin induc | PglD DTNB | miR122 inh | RAD54 branch | ERAP1 inh | RAD52 inh | Cneo AK release | PGC1a acetyl inh
C[C@@H]1CN([C@@H](C)CO)C(=O)c2cc(C3=CCCCC3)cnc2O[C@@H]1CN(C)C(=O)Cc1ccccc1 | -0.1 | -9 | -2[16.7 µM] | -4 | -1 | 2 | -6 | 16
CC(=O)C1(O)C(C)CC2C3CCC4CC(O)CCC4(C)C3=CCC21C (stereo not drawn) | nt | 1 | -1 | -2 | nt | nt | 1 | 8
Cc1ccc(NS(=O)(=O)c2cc(C(=O)O)ccc2Cl)cc1 | nt | -4 | 18 | 4 | nt | nt | 8 | -4
Cc1cccc(N2CCN(c3ccc(NC(=O)/C=C(/C(=O)O)c4ccccc4)cc3)CC2)c1 | nt | -7 | -6 | 4 | nt | nt | 1 | 1
CC(=O)Nc1ccc(Nc2nnc(-c3ccc(C)c(S(N)(=O)=O)c3)c3ccccc23)cc1 | -0.2 | -2 | nt | 22 | 3 | -5 | 0 | nt
COCC(=O)N1CC(=O)N2[C@H](CO)[C@H](c3ccc(-c4ccccc4F)cc3)[C@@H]2C1 | 0.0 | nt | nt | nt | 1 | -14 | nt | -14
Cc1c(C(=O)NC(C)C)sc2ncn(CC(=O)N3CCC(C)CC3)c(=O)c12 | nt | 24* | 0 | 4 | -4 | -7 | 0 | -5
O=C(Nc1cccc(F)c1)/C(=C\c1ccco1)NC(=O)c1ccco1 | nt | 0 | 2 | -4 | -2 | -55 | 1 | -3
CC(C)NC(=O)N(C)C[C@H]1Oc2ccc(NC(=O)Nc3ccc(C(F)(F)F)cc3)cc2C(=O)N([C@@H](C)CO)C[C@@H]1C | 1.0 | 0 | -2[16.7 µM] | 10 | -1 | -14 | 2 | 6
CCSc1nc2c(cnn2-c2ccc(C)c(C)c2)c(=O)[nH]1 | 0.0 | 2 | -4 | -10 | -2 | -23 | -1 | 1
CCOC(=O)c1cn(-c2ccccc2)nc1-c1cccnc1 | nt | -3 | 0 | -2 | nt | nt | 1 | -77
C[C@H]1CN([C@@H](C)CO)C(=O)c2cc(NC(=O)Nc3ccccc3)ccc2O[C@H]1CN(C)CC1CCCCC1 | -0.1 | -9 | 1[16.7 µM] | 13 | 3 | -2 | -1 | 0
CCOc1ccccc1CN1CCNC(=O)C1CC(=O)NCc1nc(C)cs1 (stereo not drawn) | -0.2 | 11 | -5 | -7 | 0 | -12 | 0 | -1
N#C[C@H]1[C@@H](c2ccccc2-c2ccccc2F)[C@@H](CO)N1C(=O)C1CCOCC1 | -0.1 | nt | nt | nt | 1 | -10 | nt | 1
CCCNC(=O)N1C[C@H]2[C@@H](c3ccccc31)[C@H](CO)N2Cc1ccccc1F | -0.1 | -1 | 4[16.7 µM] | -8 | -2 | -8 | -2 | -4
COc1cccc(/C=N/NC(=O)c2ccc(=O)n(C)c2)c1O | -0.6 | -3 | -4 | 8 | nt | nt | 0 | 2
CCN(CC)S(=O)(=O)c1cccc(C(=O)Nc2cc3oc4ccccc4c3cc2OC)c1 | -0.5 | 8 | 0 | 6 | 1 | -1 | -4 | 0
CCn1c(C(=O)O)c(CC(=O)Nc2ccc(Br)cc2C)c2ccccc21 | 0.1 | -2 | nt | 4 | 1 | -6 | -1 | nt
COC(=O)C[C@H]1C=C[C@H](NC(=O)Nc2ccc(C(F)(F)F)cc2)[C@@H](CO)O1 | 1.1 | -6 | nt | 2 | 3 | 3 | -8 | -6
Cc1cc(C)cc(-n2nc(C)cc2N)c1 | nt | 1 | -9 | 2 | 2 | -1 | 2 | 2
CC(C)NC(=O)N(C)C[C@@H]1Oc2ccc(NC(=O)c3ccncc3)cc2C(=O)N([C@@H](C)CO)C[C@H]1C | -0.1 | 1 | 8[16.7 µM] | 0 | -2 | -7 | -4 | 7
COC(=O)c1cc(-c2c(C)oc3cc(OC)ccc3c2=O)c(C)o1 | nt | -1 | 0 | 2 | nt | nt | -1 | 13
Cc1c(Br)c(C(F)(F)F)nn1CC(=O)N1CCCC1 | nt | -6 | -2 | 3 | nt | nt | -3 | nt
O=C(O)C1C2C=CC(C2)C1C(=O)NC1CCN(Cc2ccccc2)CC1 (stereo not drawn) | nt | -1 | 3 | 8 | nt | nt | -5 | nt
O=C(Cn1cc2c(n1)CCCC2)NCCCN1CCCC1 | 0.2 | 2 | 0 | 3 | 0 | -23 | 2 | nt
